# PRC2 inh: blocks human EZH2/PRC2 H3K27 methylation. 0.35% of 57,000 active. Q15910. inhibition, % at 12.5 µM. DELFIA TRF, 1 h. AID 651548;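 active means mean inhibition of replicates at least 50% and every single replicate also reaching 50%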;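 further: dimethyl H3K27 on biotinylated H3 21-44 peptide detected by antibody; plate controls were median neutral control wells for no effect and median positive control wells for full effect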
# Target sequence (Q15910 whole entry, looked up): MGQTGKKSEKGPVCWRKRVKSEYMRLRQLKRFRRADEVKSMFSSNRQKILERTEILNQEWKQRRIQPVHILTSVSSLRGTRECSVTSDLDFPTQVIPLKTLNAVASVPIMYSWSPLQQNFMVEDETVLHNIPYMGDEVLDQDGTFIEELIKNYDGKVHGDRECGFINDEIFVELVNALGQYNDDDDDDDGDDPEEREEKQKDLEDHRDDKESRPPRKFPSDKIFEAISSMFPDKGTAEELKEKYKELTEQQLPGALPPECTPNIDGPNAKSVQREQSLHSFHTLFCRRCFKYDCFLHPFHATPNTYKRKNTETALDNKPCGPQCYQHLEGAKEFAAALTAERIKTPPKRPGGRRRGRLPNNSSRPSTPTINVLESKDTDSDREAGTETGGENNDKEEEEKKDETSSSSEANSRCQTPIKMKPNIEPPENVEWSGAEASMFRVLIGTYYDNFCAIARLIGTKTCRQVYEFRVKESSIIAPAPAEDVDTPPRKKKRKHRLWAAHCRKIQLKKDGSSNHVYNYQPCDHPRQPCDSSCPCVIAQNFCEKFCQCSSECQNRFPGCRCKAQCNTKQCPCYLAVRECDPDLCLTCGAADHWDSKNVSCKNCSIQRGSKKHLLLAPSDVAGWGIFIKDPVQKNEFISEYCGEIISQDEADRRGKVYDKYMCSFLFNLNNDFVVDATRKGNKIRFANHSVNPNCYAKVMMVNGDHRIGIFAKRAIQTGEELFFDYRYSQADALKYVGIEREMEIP
# IDH1 R132H inh: blocks human IDH1 R132H reductase activity | diaphorase/resazurin fluorescence, 60 min | inhibition, % at 10 µM | 0.18% of 70,000 active; in the data active means inhibition above about 34%;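 further: 0% = DMSO and 100% = no enzyme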
# * hit, by the source's call; nt = not tested or not shown; & = joins results of further samples.
SMILES,PRC2 inh,IDH1 R132H inh
C[C@@H]1CN([C@H](C)CO)S(=O)(=O)c2ccc(-c3ccc(C(=O)N(C)C)cc3)cc2O[C@@H]1CN(C)C(=O)C1CCCCC1,9.5,nt
C[C@H](CO)N1C[C@H](C)[C@@H](CN(C)S(C)(=O)=O)Oc2cc(Br)ccc2S1(=O)=O,-6.4&-19.5,nt
Cc1ccc(-n2c(SCC(=O)Nc3ccccc3F)nnc2-c2ccccc2)cc1C,-21.5,1.6
Cc1ccc(-c2ccc3c(c2)O[C@H](CN(C)C(=O)Nc2ccc(C(F)(F)F)cc2)[C@@H](C)CN([C@@H](C)CO)S3(=O)=O)cc1,-53.8,-1.6
C[C@H]1CCCCO[C@H](CN(C)S(=O)(=O)c2ccc(F)cc2)[C@@H](C)CN([C@@H](C)CO)C(=O)c2cc(NC(=O)Nc3ccccc3)ccc2O1,nt,0.1
CC(=O)N(C)C[C@@H]1Oc2ncc(-c3ccc(F)cc3)cc2C(=O)N([C@@H](C)CO)C[C@H]1C,nt,-0.5
CC(C)NC(=O)N[C@H]1CC[C@H](CC(=O)NCCCN(C)C)O[C@H]1CO,-1.3,0.8
CS(=O)(=O)N(CC(=O)NC1CC1)c1ccc(Cl)c(C(F)(F)F)c1,2.5,0.0
CS(=O)(=O)N(CC(=O)Nc1cccc([N+](=O)[O-])c1)c1cc(Cl)c(Cl)cc1Cl,-2.4,-0.2
COc1cc(C)c(Br)cc1S(=O)(=O)NCCN1CCOCC1,-20.2,-0.3
C[C@H](CO)N1C[C@H](C)[C@H](CN(C)Cc2ccc3c(c2)OCO3)Oc2ncc(-c3ccc(F)cc3)cc2C1=O,-8.5,1.0
C[C@H](CO)N1C[C@H](C)[C@H](CN(C)Cc2ccccc2C(F)(F)F)OCc2cn(nn2)CCCC1=O,-3.2,0.3
C[C@@H]1CCCCO[C@H](CN(C)C(=O)CCC(F)(F)F)[C@@H](C)CN([C@H](C)CO)C(=O)c2cc(NS(=O)(=O)c3ccccc3)ccc2O1,nt,2.8
CO[C@@H]1CN(C)C(=O)c2ccc(NC(=O)C3CC3)cc2OC[C@@H](C)NC[C@H]1C,5.2,-0.9
C[C@H](CO)N1C[C@H](C)[C@H](CN(C)Cc2ccc(Cl)c(Cl)c2)Oc2ccc(NC(=O)CCC(F)(F)F)cc2C1=O,-7.3,0.5
Cc1cc(OCC(=O)Nc2ncn[nH]2)ccc1Cl,9.4,1.2
Cc1noc(C)c1NC(=O)N(C)C[C@H]1OCCCC[C@H](C)Oc2ccc(NC(=O)Cc3ccccc3)cc2C(=O)N([C@H](C)CO)C[C@@H]1C,nt,0.7
Cc1ccc(OCC(=O)Oc2cccc(NC3=NS(=O)(=O)c4ccccc43)c2)cc1,nt,3.8
COc1ccc(NC(=O)N(C)C[C@@H]2Oc3ncc(C#C[C@@H](C)O)cc3C(=O)N([C@H](C)CO)C[C@@H]2C)cc1,12.5,nt
C[C@@H]1CN([C@@H](C)CO)C(=O)Cc2cc(NC(=O)c3ccncc3)ccc2O[C@H]1CN(C)Cc1ccc(C(=O)Nc2ccccc2N)cc1,nt,0.0
COc1cc2c(cc1NC(=O)COc1ccc(Br)cc1Cl)oc1ccccc12,-6.3,-0.2
Cc1nn(C(=O)Cn2cc([N+](=O)[O-])cn2)c(C)c1Br,11.2,0.0
O=C(O)c1cccc(/C=N/NC(=O)c2ccccn2)c1,4.6,0.2
COCC(=O)N[C@@H]1C=C[C@H](CC(=O)N2CCCCC2)O[C@H]1CO,8.9,0.5
C[C@H](CO)N1C[C@H](C)[C@H](CN(C)C)Oc2ccc(NC(=O)C3CC3)cc2CC1=O,8.8,1.8
COCC#Cc1ccc2c(c1)O[C@@H](CN(C)Cc1ccncc1)[C@H](C)CN([C@@H](C)CO)S2(=O)=O,2.2,3.5
CC(=O)N[C@H]1CC[C@H](CCNC(=O)C2CCCC2)O[C@H]1CO,-3.6,0.1
Cc1ccc(C(=O)Nc2ccc(OCC(=O)O)cc2)cc1,27.3,-0.3
COc1ccc(-c2nnc(SCC(=O)c3ccc(Cl)cc3)n2-c2ccc(C)cc2)cc1OC,7.9,0.3
C[C@@H]1CN([C@@H](C)CO)C(=O)c2cc(C#CC3(O)CCCC3)cnc2O[C@H]1CN(C)Cc1ccccc1,-2.6,-0.3
C[C@@H]1CN([C@H](C)CO)C(=O)c2cc(NC(=O)c3ccncc3)ccc2O[C@@H]1CN(C)Cc1ccc(Oc2ccccc2)cc1,-0.5,2.3
Cc1c(CCC(=O)O)c(=O)oc2c(C)c(OCc3cccc4ccccc34)ccc12,18.2,0.2
O=C(C[C@@H]1C=C[C@@H](NS(=O)(=O)c2ccc(F)cc2)[C@H](CO)O1)NC1CCCCC1,5.5,0.1
COc1ccc(S(=O)(=O)Nc2ccc3c(c2)CC(=O)N([C@H](C)CO)C[C@@H](C)[C@H](CN(C)CC2CC2)O3)cc1,3.1,3.1
COc1ccc(NC(=O)N[C@H]2C=C[C@@H](CC(=O)NCc3ccccn3)O[C@H]2CO)cc1,-2.2,0.2
CN(C(=S)Nc1ccccc1)C1CCC(C2OCCO2)CC1O (centres undefined),-12.1,0.8
CCC(=O)Nc1ccc2c(c1)C(=O)N(C)C[C@H](OC)[C@H](C)CN(CC1CC1)[C@H](C)CO2,6.0,-0.2
COc1ccccc1NC(=O)N[C@H]1CC[C@@H](CCn2cc(-c3ccccc3)nn2)O[C@@H]1CO,-3.0,-0.2
C[C@H](CO)N1C[C@H](C)[C@H](CN(C)S(=O)(=O)c2ccc(F)cc2)Oc2ncc(-c3cccc(C(F)(F)F)c3)cc2C1=O,-33.1,-3.9
Cc1noc(C)c1S(=O)(=O)Nc1ccc2c(c1)CC(=O)N([C@@H](C)CO)C[C@@H](C)[C@H](CN(C)Cc1ccc(Oc3ccccc3)cc1)O2,nt,0.2
COc1ccc(S(=O)(=O)Nc2ccc3c(c2)C(=O)N([C@@H](C)CO)C[C@H](C)[C@@H](CN(C)S(=O)(=O)c2cn(C)cn2)OCCCC[C@H](C)O3)cc1,nt,-14.9
C[C@@H]1CN([C@@H](C)CO)C(=O)c2cc(NC(=O)Cc3ccccc3)ccc2O[C@H]1CN(C)Cc1ccc(C(F)(F)F)cc1,0.5,2.6
CCC(=O)N(C)C[C@@H]1Oc2cc(C3=CCCC3)ccc2S(=O)(=O)N([C@H](C)CO)C[C@@H]1C,-2.2,nt
C[C@@H]1CN([C@@H](C)CO)S(=O)(=O)c2ccc(C3=CCCC3)cc2O[C@@H]1CN(C)C(=O)c1cnccn1,4.2,0.1
COC(=O)[C@@H](O)[C@H]1[C@@]2(C)C[C@]3(O)C4[C@@H](O[C@]56CC(=O)O[C@@H](c7ccoc7)[C@@]5(C)CCC([C@]46O)[C@]13C)[C@H]2O (some centres undefined),100.3*,0.1
COC(=O)[C@@]1(C)CCCC2(C)c3ccc(C(C)C)cc3CCC21 (some centres undefined),-5.2,-0.2
S=c1[nH]c2ccccc2s1,0.8,-3.2
Cc1noc(C)c1S(=O)(=O)N(C)C[C@H]1Oc2c(NC(=O)c3cnccn3)cccc2C(=O)N([C@@H](C)CO)C[C@H]1C,nt,3.2
C[C@H](CO)N1C[C@H](C)[C@@H](CN(C)Cc2ccc3c(c2)OCO3)Oc2ccc(NS(=O)(=O)c3cccs3)cc2CC1=O,nt,-0.3
COC(=O)CNC(=O)c1cn(-c2ccccc2)nc1-c1ccc(OC)cc1,23.8,-0.4

# Later entries.
SMILES,PRC2 inh,IDH1 R132H inh
CC(C)CC#Cc1ccc2c(c1)O[C@H](CN(C)Cc1cncnc1)[C@@H](C)CN([C@@H](C)CO)S2(=O)=O,-2.9,-0.9
CCCC#Cc1cnc2c(c1)C(=O)N([C@@H](C)CO)C[C@H](C)[C@@H](CN(C)C(=O)C1CC1)O2,-6.3,-0.8
C[C@H](CO)N1C[C@H](C)[C@@H](CN(C)S(=O)(=O)c2ccccc2F)Oc2cc(-c3ccncc3)ccc2S1(=O)=O,-5.1,1.4
O=C(CCCCCCC(=O)Nc1ccccc1O)N/N=C/c1cc(Br)c(O)c(Br)c1,24.3,nt
CCCC(=O)Nc1ccc2c(c1)C(=O)N(C)C[C@@H](OC)[C@H](C)CN(C(=O)CC1CC1)[C@@H](C)CO2,-9.0,0.2
C=CCNC(=O)[C@H]1[C@@H]2C(=O)O[C@@H](c3ccccc3)[C@@H](c3ccccc3)N2[C@@H](c2ccccc2OCCO)[C@]12C(=O)N(C(=O)OCCOC)c1ccc(C#CCC(C(=O)OC)C(=O)OC)cc12,-10.3,nt
C[C@@H]1CN([C@H](C)CO)C(=O)c2cc(NC(=O)CCC(F)(F)F)ccc2O[C@@H]1CN(C)S(=O)(=O)c1ccc(F)cc1,3.0,0.3
CC(C)NC(=O)N[C@H]1C=C[C@H](CC(=O)NCCN2CCCC2)O[C@H]1CO,10.1,0.0
C[C@@H]1CCCCO[C@H](CN(C)Cc2ccc(C(=O)O)cc2)[C@H](C)CN([C@H](C)CO)C(=O)c2cc(NC(=O)Cc3ccccc3)ccc2O1,nt,-2.7
CCCC#Cc1ccc2c(c1)O[C@H](CN(C)Cc1ccc3c(c1)OCO3)[C@@H](C)CN([C@H](C)CO)S2(=O)=O,0.1,-0.1
C[C@@H]1CN([C@@H](C)CO)C(=O)c2cc(NC(=O)Nc3ccc(F)cc3)ccc2O[C@@H](C)CCCCO[C@H]1CN(C)CC1CC1,-21.0,5.1
CCCN(C)C[C@@H]1Oc2cc(C#Cc3cccc(OC)c3)ccc2S(=O)(=O)N([C@H](C)CO)C[C@@H]1C,-23.7,-0.1
C[C@H](CO)N1C[C@H](C)[C@H](CN(C)Cc2ccc(Cl)c(Cl)c2)Oc2ccc(NC(=O)CCN3CCOCC3)cc2CC1=O,-9.5,-0.1
C[C@@H](NC(=O)C[C@@H]1C[C@@H]2c3cc(NC(=O)C4CCOCC4)ccc3O[C@@H]2[C@H](CO)O1)c1ccccc1,2.1,0.1
CC(C)CC#Cc1ccc2c(c1)O[C@@H](CN(C)C(=O)c1cccc(F)c1)[C@@H](C)CN([C@@H](C)CO)S2(=O)=O,30.2,-0.1
COc1ccc(CN(C)C[C@@H]2Oc3c(NC(=O)C4CC4)cccc3C(=O)N([C@@H](C)CO)C[C@H]2C)cc1,nt,2.5
CCOC(=O)c1sc2ncn(CC(=O)Nc3ccccc3Cl)c(=O)c2c1C,-14.4,0.3
COc1ccc(NC(=O)Nc2ccc3c(c2)[C@H]2C[C@H](CC(=O)N4CCN(C)CC4)O[C@H](CO)[C@H]2O3)cc1,3.4,0.1
C[C@H]1CN([C@@H](C)CO)C(=O)c2cc(C3=CCCC3)cnc2O[C@@H]1CN(C)C(=O)c1ccncc1,-7.4&-32.1,nt
C[C@@H]1CCCCO[C@@H](CN(C)C(=O)Nc2cccc3ccccc23)[C@@H](C)CN([C@H](C)CO)C(=O)c2cc(NC(=O)CCCCCC(=O)Nc3ccccc3N)ccc2O1,-7.7,-0.4
C[C@@H]1CN([C@@H](C)CO)C(=O)c2cc(/C=C/c3ccccc3)cnc2O[C@H]1CN(C)S(=O)(=O)c1cccs1,-5.6,0.2
COCCOC(=O)N1C(=O)[C@@]2(c3cc(C#CCC(C(=O)OC)C(=O)OC)ccc31)[C@H](c1ccccc1OCCO)N1[C@H](c3ccccc3)[C@H](c3ccccc3)OC(=O)[C@H]1[C@@H]2C(=O)NC[C@H](O)c1ccccc1,-3.5,nt
Cc1ccc(S(=O)(=O)Nc2ccc3c(c2)C(=O)N([C@@H](C)CO)C[C@@H](C)[C@@H](CN(C)Cc2ccc4c(c2)OCO4)O3)cc1,4.4,-2.6
O=C(C[C@@H]1CC[C@H](NS(=O)(=O)c2ccc(F)cc2)[C@H](CO)O1)NC1CCC1,13.0,0.0
CC(C)CC#Cc1cnc2c(c1)C(=O)N([C@@H](C)CO)C[C@H](C)[C@@H](CN(C)S(=O)(=O)c1cn(C)cn1)O2,nt,-0.1
C[C@@H]1CN([C@H](C)CO)C(=O)CCCn2cc(nn2)CO[C@@H]1CN(C)Cc1ccccc1C(F)(F)F,0.8,0.8
CO[C@@H]1CN(C)C(=O)c2cc(NC(=O)C3CCC3)ccc2OC[C@@H](C)N(C(=O)NC(C)C)C[C@@H]1C,1.2,-0.1
O=C(N[C@H]1CC[C@@H](CCNS(=O)(=O)Cc2ccccc2)O[C@H]1CO)c1ccc2c(c1)OCO2,-3.5,0.1
CC(C)n1cnc2c(Nc3cccc(Cl)c3)nc(NCCO)nc21,nt,0.2
CO[C@H]1CN(C)C(=O)c2cc(NC(=O)NC(C)C)ccc2OC[C@H](C)N(C(=O)NC(C)C)C[C@@H]1C,-10.9,0.1

# Structural class: the compounds so far with a Cl atom (9)
SMILES,PRC2 inh,IDH1 R132H inh
CS(=O)(=O)N(CC(=O)NC1CC1)c1ccc(Cl)c(C(F)(F)F)c1,2.5,0.0
CS(=O)(=O)N(CC(=O)Nc1cccc([N+](=O)[O-])c1)c1cc(Cl)c(Cl)cc1Cl,-2.4,-0.2
C[C@H](CO)N1C[C@H](C)[C@H](CN(C)Cc2ccc(Cl)c(Cl)c2)Oc2ccc(NC(=O)CCC(F)(F)F)cc2C1=O,-7.3,0.5
Cc1cc(OCC(=O)Nc2ncn[nH]2)ccc1Cl,9.4,1.2
COc1cc2c(cc1NC(=O)COc1ccc(Br)cc1Cl)oc1ccccc12,-6.3,-0.2
COc1ccc(-c2nnc(SCC(=O)c3ccc(Cl)cc3)n2-c2ccc(C)cc2)cc1OC,7.9,0.3
C[C@H](CO)N1C[C@H](C)[C@H](CN(C)Cc2ccc(Cl)c(Cl)c2)Oc2ccc(NC(=O)CCN3CCOCC3)cc2CC1=O,-9.5,-0.1
CCOC(=O)c1sc2ncn(CC(=O)Nc3ccccc3Cl)c(=O)c2c1C,-14.4,0.3
CC(C)n1cnc2c(Nc3cccc(Cl)c3)nc(NCCO)nc21,nt,0.2

# Screening results from PubChem.

# Not all compounds are listed; the hit share may differ from the screen's.
